# Screening results: PubChem, several laboratories
# KCNQ1 pot = potentiates or activates the human KCNQ1 potassium channel | P51787 | CHO-K1 KCNQ1, thallium flux FluxOR fluorescence; hits give high values | B-score at 10 µM | 310,000 tested, 0.35% active;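 active means fluorescence ratio B-score, a plate-corrected score, at least three library SD, with initial intensity B-score within 5 SD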
#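 System: Stable KCNQ1 CHO-K1 line | Incubation: 90 min dye loading and 20 min compound exposure, both at room temperature | Measure: Ratio B score | Medium: Assay buffer for compound exposure, DMSO matched across wells | Compound dosing: Single-concentration screen | Probe or stimulus: K+/Tl+ depolarizing stimulus | Measured by: Kinetic FluxOR fluorescence, 10 s baseline plus 110 s post-stimulus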
# Dyrk1A ADPGlo = inhibitors of rat Dyrk1A kinase; Q63470; inhibition, % at 12.5 µM; 310,000 tested, 0.43% active; ADP-Glo luminescence, NFATc1 peptide; in the data active means inhibition above about 50%;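 further: plate controls were vehicle with enzyme for no effect and no enzyme for full effect; many of its hits are not listed in these tables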
# KCNQ1 inh = inhibitors of human KCNQ1 potassium channel; P51787; CHO-K1 KCNQ1, FluxOR thallium flux fluorescence; hits give high values; B-score at 10 µM; 310,000 tested, 1.3% active;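 active means compounds whose thallium flux B-score, printed positive for inhibition, exceeds three library SD while starting fluorescence stays within three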;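 further: channel opened by potassium depolarization with thallium stimulus after 20 min compound exposure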
# KCNK9 inh = blocks the human KCNK9 two-pore domain potassium channel. AID 488922. Q9NPC2. 310,000 tested, 1.2% active. HEK293 KCNK9, FluxOR thallium flux fluorescence; hits give low values. B-score at 10 µM;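 active means ratio B-score over 3 SD below the library mean, with starting fluorescence within 5 SD of its mean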;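 further: negative B-score means less thallium flux so channel inhibition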
# Target sequence (Q9NPC2 whole entry, looked up, the tested form may be a part): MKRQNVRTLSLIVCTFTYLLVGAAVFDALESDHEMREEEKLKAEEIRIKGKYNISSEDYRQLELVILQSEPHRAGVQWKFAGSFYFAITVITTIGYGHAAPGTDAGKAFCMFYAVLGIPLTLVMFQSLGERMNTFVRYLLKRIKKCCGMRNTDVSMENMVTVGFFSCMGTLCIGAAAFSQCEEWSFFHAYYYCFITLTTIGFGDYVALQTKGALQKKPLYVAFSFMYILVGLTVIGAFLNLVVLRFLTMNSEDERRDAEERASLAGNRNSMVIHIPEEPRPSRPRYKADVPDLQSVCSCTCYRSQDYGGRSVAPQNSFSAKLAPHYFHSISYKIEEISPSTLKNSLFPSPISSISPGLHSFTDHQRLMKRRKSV
# KCNK3 block = human KCNK3 channel inhibition, primary screen; CHO-KCNK3 thallium flux, FluxOR fluorescence; hits give low values; B-score at 10 µM; 340,000 tested, 0.84% active; AID 602410;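 active means B-score under library mean minus 4 SD, starting fluorescence ratio at most library mean plus 5 SD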;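 further: more negative B-score means stronger inhibition of thallium flux through KCNK3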
# RGS4 block = inhibitors of human RGS4 | P49798 | HEK293 M3R/RGS4 inducible, Fluo-4 calcium flux; hits give high values; triggered by carbachol at its EC20 | B-score at 10 µM | 310,000 tested, 0.45% active | AID 463165;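 active means B-score, a plate-corrected calcium signal, over three deviations above library mean, with baseline fluorescence within five deviations of library mean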;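 further: RGS4 expression induced by doxycycline in cells with stable M3 receptor; B-score is computed from the integrated fluorescence ratio over baseline after carbachol; higher B-score means a larger calcium signal and so more RGS4 inhibition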
# Target sequence (P49798 whole entry, looked up): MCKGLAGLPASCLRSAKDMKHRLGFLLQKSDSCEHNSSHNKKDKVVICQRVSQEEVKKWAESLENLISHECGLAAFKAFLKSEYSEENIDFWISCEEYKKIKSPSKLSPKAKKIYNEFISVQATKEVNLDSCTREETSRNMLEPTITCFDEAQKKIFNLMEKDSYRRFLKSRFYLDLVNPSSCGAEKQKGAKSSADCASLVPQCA
# GSK3B inh = human GSK3beta kinase inhibition; P49841; GST-GSK3beta kinase, ADP-Glo luminescence, 60 min; hits give low values; activity score (negative = inhibition), % at 10 µM; 300,000 tested, 0.038% active;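 active means more than half of replicate wells score below -50%, meaning over 50% inhibition versus plate controls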;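 further: 0% = median DMSO wells and -100% = median GW8510 positive control wells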
# Target sequence (P49841 whole entry, looked up): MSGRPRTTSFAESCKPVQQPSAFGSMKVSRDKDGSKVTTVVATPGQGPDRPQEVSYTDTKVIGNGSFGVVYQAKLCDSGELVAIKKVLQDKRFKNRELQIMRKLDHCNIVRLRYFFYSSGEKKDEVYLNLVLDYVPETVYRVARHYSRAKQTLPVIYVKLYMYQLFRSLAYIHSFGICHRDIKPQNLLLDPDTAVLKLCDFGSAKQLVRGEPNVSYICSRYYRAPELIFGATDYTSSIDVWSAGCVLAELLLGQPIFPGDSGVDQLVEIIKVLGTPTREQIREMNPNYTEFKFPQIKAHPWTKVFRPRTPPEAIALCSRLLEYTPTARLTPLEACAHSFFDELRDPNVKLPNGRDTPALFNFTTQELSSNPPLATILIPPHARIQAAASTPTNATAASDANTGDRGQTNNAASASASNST
#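 test system = GST-tagged human GSK3beta kinase, cell-free | reagent = 25 µM ATP with peptide substrate | dosing = one dose of 10 µM per compound | schedule = 60 min reaction, RT | detection = luminescent ADP-Glo measurement of ADP formed | control set = DMSO neutral wells and GW8510 at 20 µM as positive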
# GSK3 alpha inh = human GSK-3 alpha kinase inhibition | P49840 | ADP-Glo luminescence, 60 min | inhibition, % at 10 µM | 320,000 tested, 0.1% active;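 in the data active means inhibition above about 50%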;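 further: GST-tagged GSK-3 alpha with peptide substrate and 25 µM ATP; 0% = DMSO neutral wells and 100% = GW8510 positive control wells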
# hERG protect = shields human hERG channel from block by proarrhythmic agents. AID 1511. Q12809. activation (rescue from dofetilide block), less the hit threshold, % at 10 µM. CHO-hERG, FluxOR thallium flux, dofetilide IC70 present. 310,000 tested, 0.51% active;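 active means activation above the mean of controls blocked by dofetilide plus 5 SD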;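 further: thallium influx through hERG after potassium depolarization seen as dye fluorescence rise; in these data hits start at about 4.7%; inactives centre near -7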
# PolyA inhibitor = inhibitors of polyadenylation in S. cerevisiae | 300,000 tested, 0.02% active | calls only at 12 µM | S. cerevisiae SKY197-pL101 polyadenylation reporter, beta-gal luminescence; efflux-impaired pdr1/pdr3 knockout yeast; score 100 = 6 SD above DMSO;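 active means lowest replicate activity score at least 50, where 100 means six control SD above control mean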;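 further: yeast exposed to compound for 9 h at 30 °C; higher score means more reporter readthrough which indicates perturbed polyadenylation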
# RGS4 pot = potentiators or activators of RGS4; AID 463111; 310,000 tested, 0.92% active; HEK293 M3R/inducible RGS4, carbachol calcium flux Fluo4; hits give low values; B-score at 10 µM;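 active means B-score of the integrated calcium signal more than 4 SD below the library mean, with starting fluorescence not abnormally high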;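 further: negative B-score means reduced calcium response which marks RGS4 activation or potentiation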
#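 Detection: kinetic calcium fluorescence imaging with Fluo4-AM dye, 2 µM / Material: HEK293 cells with stable M3R and inducible RGS4 / Schedule: recording 10 s baseline at 1 Hz, 100 s post-agonist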
# An asterisk follows results filed as active; i = inactive; / = not tested or not shown. A portion of the library; rates above refer to the full screens.
cpd	SMILES	KCNQ1 pot	Dyrk1A ADPGlo	KCNQ1 inh	KCNK9 inh	KCNK3 block	RGS4 block	GSK3B inh	GSK3 alpha inh	hERG protect	PolyA inhibitor	RGS4 pot
1	CC(C)(C)N1C(=O)[C@H]2[C@@H](c3ccc(Br)cc3)N3C(=O)N(c4cccc(Br)c4)C(=O)[C@@]3(Cc3ccccc3)[C@H]2C1=O	i	-8	i	-6.9*	i	i	-8	3	-4	i	i
2	COc1ccc(-c2ccc3oc(-c4ccsc4)c(-c4ccc(OC)cc4)c3c2)cc1	i	-2	i	i	i	i	-7	1	-5	i	i
3	C=CCNC(=S)NNC(=O)C(CCCC)CC(O)COCC(C)C (stereo not given)	i	/	i	i	i	i	6	-4	-6	i	i
4	CCn1cc(C(=O)NC2CCCCC2)c(=O)c2ccc(C)nc21	i	-3	i	i	i	i	0	3	-9	i	i
5	Cc1ccc(Oc2cc(NC(=O)CCCn3nc(C)c([N+](=O)[O-])c3C)cc([N+](=O)[O-])c2)cc1	i	/	i	i	i	i	-1	-31	-17	i	i
6	S=C(NCC1CCCO1)N1CCN(c2nc(-c3ccccc3)cs2)CC1 (stereo not given)	i	/	i	i	i	i	0	-19	-8	i	i
7	O=[N+]([O-])c1ccc(Cl)cc1Sc1cccc2cccnc12	i	7	i	i	i	i	-4	-1	-1	i	i
8	Cc1cccc(C(=O)Nc2ccc(C(=O)N/N=C/c3cccnc3)cc2)c1	i	-1	i	i	i	i	-2	-2	-8	i	i
9	CC(=O)c1ccc(NC(=O)C(C)N(C)CC(=O)Nc2cccc(F)c2)cc1 (stereo not given)	i	-1	i	i	i	i	-1	-6	-7	/	i
10	CCCOC(=O)c1ccc(NC(=O)C2C3C=CC(O3)C2C(=O)O)cc1 (stereo not given)	i	11	i	i	i	i	-1	-1	-7	i	i
11	CCOC(=O)C1=C(C)Nc2nc(SC)nn2C1c1ccc(C(=O)OC)cc1 (stereo not given)	i	-3	i	i	i	i	2	6	-13	i	i
12	Cc1ccc(N(Cc2cc3cc(C)ccc3[nH]c2=O)C(=O)c2cccs2)cc1	i	0	i	i	i	i	3	/	-6	i	i
13	CCn1c(SCC#N)nc2cc(S(=O)(=O)N3CCOCC3)ccc21	i	8	i	i	i	i	1	-2	-8	i	i
14	CCC(=O)NC(=S)Nc1ccc(OC)cc1OC	i	1	i	i	i	i	3	-1	-4	i	i
15	O=C(O)c1ccc(N/N=C/c2ccc(C(F)(F)F)cc2)cc1	i	8	i	i	i	i	-2	-1	-2	i	i
16	CC1CN(c2cc(=O)n(Cc3ccc(F)cc3)c(=O)[nH]2)CC(C)O1 (stereo not given)	i	1	i	i	i	i	5	-1	-5	i	i
17	Cc1cc(NC(=O)c2c(Cl)cnn2C)no1	/	-5	/	/	i	/	-9	2	/	i	/
18	O=C(CSC1=NS(=O)(=O)c2cc(Cl)ccc2N1)c1ccc(Cl)cc1	i	-17	i	i	i	i	1	/	-3	i	i
19	Cc1ccc(C)c(NC(=O)Nc2ccc3c(c2)OCO3)c1	i	4	i	i	i	i	1	0	-5	i	i
20	O=C(CC(c1ccccc1)c1cc(Br)ccc1O)NCCN1CCOCC1 (stereo not given)	i	4	i	i	i	i	4	0	-9	i	i
21	N#Cc1cc2c(nc1SCC(=O)N1CCCCC1)CCCC2	i	7	i	i	i	i	0	2	-3	i	i
22	C[C@H]1CCC[C@]2(C)C[C@H]3OC(=O)C(CN4CCCCCC4)[C@H]3C=C12 (stereo not given in full)	i	/	i	i	i	i	2	-1	-11	i	i
23	O=c1cc(-c2ccccc2)cc(-c2ccccc2)n1CCO	i	-8	i	i	i	i	0	-1	-5	i	i
24	Cc1cccc2c3nc4ccccc4nc3n(C)c12	i	2	i	i	i	i	0	-2	-4	i	i
25	CCOC(=O)C1(Cc2cccc(OC)c2)CCN(Cc2ccccc2)CC1	i	-3	i	i	i	i	-1	0	-5	i	i
26	CCN(CC)c1ccc(C2C3CCCCC3(O)CCN2CC(=O)Nc2ccccc2)cc1 (stereo not given)	i	6	i	i	i	i	2	-2	-18	i	i
27	Oc1ccc(/C=N/Nc2nc(-c3ccc(Cl)cc3)cc(C(F)(F)F)n2)cc1	i	1	i	i	i	i	4	-4	-2	i	i
28	CCC(C)Sc1nc(O)c(Cc2ccccc2)c(=O)[nH]1 (stereo not given)	i	-5	i	i	i	i	-6	0	-11	i	i
29	CC(=O)n1cc([C@@H]2C=C(C(=O)NCc3ccccc3)O[C@H](OCCCCO)C2)c2ccccc21	i	7	i	i	i	i	2	-1	-12	i	i
30	Cc1ccc(C(=O)Nc2ccccc2-c2ccccc2)o1	i	2	i	i	i	i	-2	4	-3	i	i
31	O=C(Nc1ccc(Cl)c(C(F)(F)F)c1)C1CCCN(S(=O)(=O)c2cnc[nH]2)C1 (stereo not given)	i	5	i	i	i	i	-4	4	-17	/	i
32	CC(CCc1ccccc1)NS(=O)(=O)c1ccccc1Cl (stereo not given)	i	0	i	i	i	i	-1	4	-9	i	i
33	COc1ccc(N2CC(C(=O)Nc3ccccc3N3CCCC3)CC2=O)c(OC)c1 (stereo not given)	i	-7	i	i	i	i	-2	0	-16	i	i
34	O=P(O)(CCc1ccncc1)CN1CCCCC1	i	1	i	i	i	i	-3	-42	-2	i	i
35	O=C(Nc1ccc(F)cc1F)c1csc(-c2cccs2)n1	i	/	i	i	i	i	0	2	1	i	i
36	O=C(COC(=O)CNS(=O)(=O)c1ccc(Br)cc1Cl)Nc1ccc(N2CCOCC2)cc1	i	-7	i	i	i	i	-2	-4	-16	i	i
37	Cc1ccc(C(=O)O/N=C(\c2ccccc2)c2cccnc2)cc1	i	2	i	i	i	i	1	-1	-10	i	i
38	NC(=O)c1c(NC(=O)CCCC(=O)O)sc2c1CCCCCC2	i	-1	i	i	i	i	2	-1	-4	i	i
39	CCC(C)(C)n1nnnc1C(c1ccc2ncccc2c1)N1CCN(c2nc3ccccc3s2)CC1 (stereo not given)	i	/	i	-15*	i	i	1	-6	-7	i	i
40	COc1ccc(C2Nc3ccccc3C(=O)N2Cc2ccccc2)cc1CN1CCOCC1 (stereo not given)	i	1	i	i	i	i	2	-1	-5	i	i
41	Cc1nc2nc(NC(=O)c3ccco3)nn2c(C)c1Cl	i	-3	i	i	i	i	1	3	-7	i	i
42	COc1ccc(S(=O)(=O)N(CC(=O)N2CCOCC2)Cc2ccccc2)cc1	i	2	i	i	i	i	0	1	-10	i	i
43	N#Cc1c(N2CCCC2)nc(N)c2c(N)nc(N3CCCC3)cc12	i	67*	i	i	i	i	-1	-6	-1	i	i
44	Cc1c(C(=O)OCC(=O)N2CCCC2=O)oc2ccccc12	i	11	i	i	i	i	2	1	-12	i	i
45	Cc1cc(C)n(-c2ncnc3sc4c(c23)CCCC4)n1	i	4	i	i	i	i	-2	-1	-7	i	i
46	CCc1nnc(NC(=O)c2cccc(C(=O)Nc3nnc(CC)s3)n2)s1	i	-3	i	i	i	i	1	-2	4.9*	i	i
47	Fc1ccc(-c2nnn3c2nc(NCc2ccccc2)c2ccccc23)cc1	i	-3	i	i	i	i	-3	1	-6	i	i
48	Cc1cc2ccccn2c1C(=O)c1ccc(Cl)cc1	i	-1	i	i	i	i	-2	-3	-7	i	i
49	CCN(CC)S(=O)(=O)c1ccc(N/N=C/c2cc(OC)ccc2O)nc1	i	-1	i	i	i	i	2	1	-8	i	i
50	CC(=O)NC1C(Oc2ccc(C=O)cc2)OC(COC(C)=O)C(OC(C)=O)C1OC(C)=O (stereo not given)	i	-2	i	i	i	i	4	2	-6	i	i
51	COc1ccc2c(c1)O/C(=C\c1ccccc1C)C2=O	i	3	i	i	i	i	2	0	-7	i	i
52	COc1ccc(/C=C/C(=O)c2ccc([N+](=O)[O-])o2)cc1OC	i	/	i	i	/	i	-1	-9	-7	i	i
53	CCOC(=O)C1CCCN(C(=O)CN2CCN(Cc3ccc(Cl)cc3)C2=O)C1 (stereo not given)	i	/	i	i	/	i	-2	-1	-3	i	i
54	Cc1cccc(NC(=O)CSc2nnc(Cn3cnc4ccccc43)o2)c1	i	0	i	i	i	i	0	-1	1	i	i
55	COCCn1cc(C(=O)NCc2cccs2)c2c3ccccc3n(C)c2c1=O	i	0	i	i	i	i	0	-1	-11	i	i
56	CSc1ccc(/C=C(\NC(=O)c2ccc(C)cc2)C(=O)Nc2cccc(C)c2)cc1	i	-1	i	i	i	i	1	-1	-4	i	i
57	CC(=O)c1cccc(NC(=O)CCNS(=O)(=O)c2cccc3nonc23)c1	i	0	i	i	i	i	-1	-1	-10	i	i
58	COc1ccc(OC)c(Nc2nc(C)nc3c2oc2ccccc23)c1	i	/	i	i	i	i	0	0	-1	i	i
59	Cc1cc(C)c(S(=O)(=O)c2ccccc2C(C)C)c(=O)[nH]1	i	-4	i	i	i	i	-2	-3	-7	i	i
60	Cc1ccc(Cn2ccc(=O)c(OCc3ccccc3)c2C)cc1	i	7	i	i	i	i	-6	2	-4	i	i
61	Cc1ccc(N(Cc2ccc(C(=O)NCC3CCCO3)cc2)S(C)(=O)=O)cc1C (stereo not given)	i	-4	i	i	i	i	0	5	-14	i	i

# Single records, as listed above. Values in the order: KCNQ1 pot | Dyrk1A ADPGlo | KCNQ1 inh | KCNK9 inh | KCNK3 block | RGS4 block | GSK3B inh | GSK3 alpha inh | hERG protect | PolyA inhibitor | RGS4 pot
# Results for `CSc1ccc(/C=C(\NC(=O)c2ccc(C)cc2)C(=O)Nc2cccc(C)c2)cc1` = i | -1 | i | i | i | i | 1 | -1 | -4 | i | i
# Results for `CCOC(=O)C1CCCN(C(=O)CN2CCN(Cc3ccc(Cl)cc3)C2=O)C1` (stereo not given) = i | / | i | i | / | i | -2 | -1 | -3 | i | i
# Results for `Cc1cccc(NC(=O)CSc2nnc(Cn3cnc4ccccc43)o2)c1` = i | 0 | i | i | i | i | 0 | -1 | 1 | i | i
# Results for `COc1ccc2c(c1)O/C(=C\c1ccccc1C)C2=O` = i | 3 | i | i | i | i | 2 | 0 | -7 | i | i
